From PubChem BioAssay
HepG2 tox = kills HepG2 cells in TGF-b inhibitor counter-screen; HepG2 CAGA-GFP viability, ATP luminescence, 18 h; Potency, µM (highest dose often 46.1 µM), for inactives: top-dose activity change, negative = cytotoxicity, most hits filed as cytotoxic; 0.76% of 410,000 active; also: potency is read from the fitted curve at half-maximal effect; some results filed as inactive show a strong effect at the top dose
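HepG2 CAGA-GFP cells (1000/well, DMEM with 1% FBS) received compound, then TGF-beta at 500 pg/mL final, and were incubated 18 hours at 37 degrees C. Viability was read by CellTiter-Glo luminescence. Media-only wells were set as complete cell-killing and DMSO as no toxicity.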
HT1080 IDH1KD tx = kills HT-1080 cells with IDH1 knockdown; HT-1080 IDH1 knockdown viability, ATP luminescence, 48 h; Potency, µM (titrated, usually from 46.1 µM), inactives show at the top dose activity, negative = toxicity, hits mostly cytotoxic; 2% of 360,000 active; AID 686971;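 also: potency is read from the fitted curve at half-maximal effect; 0% = DMSO wells and -100% = cell-free medium wells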
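After a 2 h attachment period, IDH1KD HT-1080 cells took pin-transferred compound for 48 h at 37 °C; ATP-based luminescence after 10 min room-temperature reagent incubation reported viability.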
HT1080NT lethal = kills 2HG-producing HT-1080-NT fibrosarcoma cells | HT-1080-NT fibrosarcoma viability, CellTiter-Glo ATP luminescence, 48 h | Potency, µM (doses to about 46.1 µM), without a hit: top-dose activity, negative = less viability, usual class: cytotoxic | 1.6% of 360,000 active | AID 686970;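 also: NT is the 2HG producing partner of a matched IDH1 knockdown line; potency is read from the fitted curve at half-maximal effect; 0% = DMSO-treated cells and -100% = media-only wells without cells; nearly all actives have a fitted effect of over 55% in size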
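HT-1080-NT fibrosarcoma cells (2HG-overproducing), 750 cells/well in RPMI with 5% FBS, dosed after 2 h and incubated 48 h at 37C. CellTiter-Glo luminescence normalized to DMSO and no-cell wells; concentration-response curves fitted and classed.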
IL-1B inflam inh = inflammasome signaling inhibition, IL-1 beta readout; THP-1 LPS/ATP IL-1B secretion, AlphaLISA, 16 h; active compounds read low; activity change, % at 57.5 µM; 4.7% of 360,000 active; in the data active = activity change below about -50%; inconclusive = mostly about -30% to -49%; also: % is scaled to controls: 0 for no effect and ±100 for the full control effect
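THP-1 cells pretreated 1 hr with compounds (up to 57.5 uM final), then stimulated with LPS (250 ng/mL final) plus ATP (1.25 mM final); secreted IL-1B measured by AlphaLISA after 16 hr, decreased signal indicating inhibition.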
ATXN2 expr inh = inhibitors of ATXN2 expression. HEK-293 ATXN2-luciferase reporter, luminescence, 24 h. 0.72% of 360,000 active. Potency, µM (titrated, usually from 57 µM), without a hit: at the top dose activity change, negative = inhibition, usual class: inhibitors; also: potency is read from the fitted curve at half-maximal effect; % is scaled to controls: 0 for no effect and ±100 for the full control effect; nearly all actives have a fitted effect of over 55% in size
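qHTS (up to 57 uM final) was run with 24 h compound exposure of reporter cells at 37 °C. Each well was multiplexed: SteadyGlo luminescence measured ATXN2-luciferase expression after a fluorogenic Gly-Phe-AFC viability readout (25 uM final).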
MCF10A rerep = inducers of DNA re-replication in MCF 10A breast cells; MCF 10A DNA re-replication, Hoechst nuclear intensity, 48 h; Potency, µM (series often up to 46.1 µM), without a hit: at the top dose activity, positive = re-replication, hits mostly activators; 2.9% of 350,000 active; AID 624296; also: potency is read from the fitted curve at half-maximal effect; % of control where 0% means no effect; nearly all actives have a fitted effect of over 50% in size
ATXN viability = cell viability loss in ATXN counter-screen; 0.49% of 400,000 active; S2 cells (HEK-293 line with an ATXN2-luciferase reporter) viability, CellTiter-Fluor protease fluorescence, 24 h; Potency, µM (doses to about 56.7 µM), most hits filed as cytotoxic; also: potency is read from the fitted curve at half-maximal effect; nearly all actives have a fitted effect of over 40% in size
SW480 rerep = induces DNA re-replication in SW480 colon adenocarcinoma cells; Potency, µM (series often up to 46.1 µM), without a hit: at the top dose re-replication activation, actives largely listed as activators; SW480 DNA re-replication, Hoechst DNA content imaging, 48 h; 1.8% of 340,000 active; also: potency is read from the fitted curve at half-maximal effect; % of control where 0% means no effect; nearly all actives have a fitted effect of over 55% in size
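Quantitative HTS format with DMSO vehicle controls; 48 hr drug incubation at 37 C, then 40 min Hoechst staining and scanning imager measurement at 405 nm excitation.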
KB-3-1 cytotox = KB-3-1 parental cell cytotoxicity; KB-3-1 viability, CellTiter-Glo ATP luminescence, 72 h; Potency, µM (highest dose often 46.1 µM), for inactives: at the top dose activity change, negative = cytotoxic, actives largely listed as cytotoxic; 1.4% of 400,000 active; also: potency is read from the fitted curve at half-maximal effect; % is scaled to controls: 0 for no effect and ±100 for the full control effect; nearly all actives have a fitted effect of over 60% in size
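Parental KB-3-1 viability, qHTS format: 72 h compound exposure, 37 °C; CellTiter-Glo; media-only wells and DMSO plates as controls; concentration-effect fits on corrected data.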
The depositor's hits bear a star; & = joins results of further samples; [ ] = dose if it differs, or a comment. Unless noted, calls follow the shape of the dose curve; as a rule, active = well fitted curve in the direction sought with a large enough effect; inconclusive = small, poorly fitted or top-dose-only effect, or another doubt; inactive = no such curve, though single readings can be large; an effect the other way counts as inactive or inconclusive.

What do the screens show for `CCCn1c(N2CCN(Cc3cccc(C)c3)CC2)nc2c1c(=O)[nH]c(=O)n2C`?
HepG2 tox: -58%; HT1080 IDH1KD tx: -6%; HT1080NT lethal: -1%; IL-1B inflam inh: -11; ATXN2 expr inh: -7%; MCF10A rerep: -2%; ATXN viability: inactive; SW480 rerep: -1%; KB-3-1 cytotox: -9%

How did O=C(Nc1nccs1)c1ccc(F)c(S(=O)(=O)N2CCOCC2)c1 do in these assays?
HepG2 tox: 7%; HT1080 IDH1KD tx: 7%; HT1080NT lethal: 0%; IL-1B inflam inh: inactive; ATXN2 expr inh: -13%; MCF10A rerep: -9%; ATXN viability: inconclusive; SW480 rerep: -26%; KB-3-1 cytotox: -5%

Results for CCCCN(C(=O)c1cccc(-n2cccc2)c1)c1c(N)n(CCC)c(=O)[nH]c1=O ?
HepG2 tox: 1%; HT1080 IDH1KD tx: 9%; HT1080NT lethal: 4%; IL-1B inflam inh: -1; ATXN2 expr inh: 4%; MCF10A rerep: -2%; ATXN viability: inactive; SW480 rerep: -1%; KB-3-1 cytotox: 4%

What do the screens show for `Cc1nn(CCC#N)c2[nH]c(=O)cc(C(F)(F)F)c12`?
HepG2 tox: -13%; HT1080 IDH1KD tx: 3%; HT1080NT lethal: 3%; IL-1B inflam inh: 7; ATXN2 expr inh: 1%; MCF10A rerep: -31%[inhibitor]; ATXN viability: inactive; SW480 rerep: -43%[inhibitor][1.84 µM]; KB-3-1 cytotox: -4%

Results for CCN1CCN(c2ccc(S(=O)(=O)N3CCOCC3)cc2NC(=O)c2cc(Cl)nc3ccccc23)CC1 ?
HepG2 tox: -7%; HT1080 IDH1KD tx: 6%; HT1080NT lethal: 3%; IL-1B inflam inh: -17; ATXN2 expr inh: 4%; MCF10A rerep: 3%; ATXN viability: inactive; SW480 rerep: 0%; KB-3-1 cytotox: 13%

Results for COc1ccc(C(=O)CSc2nncn2C)cc1 ?
HepG2 tox: 22%; HT1080 IDH1KD tx: 14%; HT1080NT lethal: 15%; IL-1B inflam inh: 10; ATXN2 expr inh: 3%; MCF10A rerep: -20%; ATXN viability: inconclusive; SW480 rerep: -6%; KB-3-1 cytotox: 10%

Results for CCOc1ccc(CCNC(=O)C2CC(=O)N(Cc3ccc(C)cc3)C2)cc1OCC (stereo not given) ?
HepG2 tox: 3%; HT1080 IDH1KD tx: 4%; HT1080NT lethal: 7%; IL-1B inflam inh: -3; ATXN2 expr inh: -4%; MCF10A rerep: -1%; ATXN viability: inactive; SW480 rerep: -1%; KB-3-1 cytotox: 8%

Results for COc1ccc(OC)c(C2=NOC(C(=O)Nc3ccccc3SC)C2)c1 (stereo not given) ?
HepG2 tox: -3%; HT1080 IDH1KD tx: -3%; HT1080NT lethal: -4%; IL-1B inflam inh: 16; ATXN2 expr inh: 2%; MCF10A rerep: 9%; ATXN viability: inactive; SW480 rerep: 0%; KB-3-1 cytotox: -11%

How did CC(C(=O)NC1=NCCS1)N1C(=O)c2ccccc2C1=O (stereo not given) do in these assays?
HepG2 tox: -3%; HT1080 IDH1KD tx: 4%; HT1080NT lethal: 2%; IL-1B inflam inh: 16; ATXN2 expr inh: -3%; MCF10A rerep: -1%; ATXN viability: inactive; SW480 rerep: -5%; KB-3-1 cytotox: 12%

How did CC1CCC(NCCNC(=O)c2ccco2)CC1 (stereo not given) do in these assays?
HepG2 tox: 4%; HT1080 IDH1KD tx: 5%; HT1080NT lethal: 10%; IL-1B inflam inh: -7; ATXN2 expr inh: 27%; MCF10A rerep: 1%; ATXN viability: inactive; SW480 rerep: -5%; KB-3-1 cytotox: 0%

Results for C/C(=N/Nc1nc(C)c(C)s1)c1cccc([N+](=O)[O-])c1 ?
HepG2 tox: -10%; HT1080 IDH1KD tx: -3%; HT1080NT lethal: -2%; IL-1B inflam inh: 22; MCF10A rerep: -4%; ATXN viability: inconclusive; SW480 rerep: 15%; KB-3-1 cytotox: 0%

Results for Cc1cccn2c(=O)c(/C=C3\SC(=S)N(CC(C)C)C3=O)c(NCCCOC(C)C)nc12 ?
HepG2 tox: -4%; HT1080 IDH1KD tx: 0%; HT1080NT lethal: -7%; IL-1B inflam inh: -13; ATXN2 expr inh: 2%; MCF10A rerep: 0%; ATXN viability: inactive; SW480 rerep: 12%; KB-3-1 cytotox: 21%

Results for CCOC(=O)c1c(NC(=O)CSc2nnc(CNc3ccc(OC)cc3)n2C)sc(C)c1C ?
HepG2 tox: -26%; HT1080 IDH1KD tx: 0%; HT1080NT lethal: -13%; IL-1B inflam inh: -28; ATXN2 expr inh: -10%; MCF10A rerep: 4%; ATXN viability: inconclusive; SW480 rerep: 1%; KB-3-1 cytotox: 0%

Results for CCN(CC)S(=O)(=O)c1ccc2oc(SCC(=O)Nc3cc(C)on3)nc2c1 ?
HepG2 tox: -14%; HT1080 IDH1KD tx: inconclusive; HT1080NT lethal: -3%; IL-1B inflam inh: -14; ATXN2 expr inh: inconclusive; MCF10A rerep: 17%; ATXN viability: inactive; SW480 rerep: inconclusive; KB-3-1 cytotox: inconclusive

How did CC1CCCCN1C(=O)c1cnn2c(C(F)(F)F)cc(-c3ccco3)nc12 (stereo not given) do in these assays?
HepG2 tox: 11%; HT1080 IDH1KD tx: 12%; HT1080NT lethal: 4%; IL-1B inflam inh: -4; ATXN2 expr inh: -1%; MCF10A rerep: 1%; ATXN viability: inactive; SW480 rerep: 0%; KB-3-1 cytotox: 5%

Results for O=C(O)CCc1ccc(-c2ccc(Br)cc2)n1NC(=O)c1ccc([N+](=O)[O-])cc1 ?
HepG2 tox: 5%; HT1080 IDH1KD tx: -8%; HT1080NT lethal: 0%; IL-1B inflam inh: 25; MCF10A rerep: 3%; ATXN viability: inactive; SW480 rerep: -4%; KB-3-1 cytotox: 3%

How did CC(=O)Oc1ccc2c(c1)C(=O)c1ccccc1C2=O do in these assays?
HepG2 tox: -8%; HT1080 IDH1KD tx: 8%; HT1080NT lethal: -9%; IL-1B inflam inh: -5; MCF10A rerep: 0%; ATXN viability: inconclusive; SW480 rerep: -17%; KB-3-1 cytotox: 0%

Results for COc1ccc(C(CNC(=O)c2oc3cc(C)c(Cl)cc3c2C)N2CCCCC2)cc1 (stereo not given) ?
HepG2 tox: 8%&5%; HT1080 IDH1KD tx: 1%; HT1080NT lethal: 9%; IL-1B inflam inh: 23; ATXN2 expr inh: 14%; MCF10A rerep: 0%; ATXN viability: inactive; SW480 rerep: -3%; KB-3-1 cytotox: -1%&3%

Results for Cc1ccc(N=Nc2c(N)[nH]n3c(=O)cc(-c4ccccc4)nc23)cc1 ?
HepG2 tox: -30%; HT1080 IDH1KD tx: 0%; HT1080NT lethal: 4%; IL-1B inflam inh: 5; ATXN2 expr inh: inconclusive; MCF10A rerep: inconclusive; ATXN viability: inconclusive; SW480 rerep: -3%; KB-3-1 cytotox: inconclusive

What do the screens show for `COc1ccccc1CC(=O)Nc1ccc(C(=O)N2CCCCC2)cc1`?
HepG2 tox: -5%; HT1080 IDH1KD tx: 5%; HT1080NT lethal: 0%; IL-1B inflam inh: 0; ATXN2 expr inh: 2%; MCF10A rerep: -6%; ATXN viability: inactive; SW480 rerep: -7%; KB-3-1 cytotox: 23%

Results for NC(=O)CCC(C(=O)O)N1C(=O)c2ccc(O)cc2C1=O (stereo not given) ?
HepG2 tox: 11%; HT1080 IDH1KD tx: 14%; HT1080NT lethal: 16%; IL-1B inflam inh: 10; ATXN2 expr inh: 3%; MCF10A rerep: -6%; ATXN viability: inactive; SW480 rerep: -8%; KB-3-1 cytotox: 16%

What do the screens show for `CCC1CCCCN1CCCNC(=O)c1ccc2c(c1)N(Cc1cccc(C)c1)C(=O)c1ccccc1S2(=O)=O` (stereo not given)?
HepG2 tox: -94%; ATXN2 expr inh: inconclusive; ATXN viability: inactive; KB-3-1 cytotox: 2%

Results for Cc1cc(N2CCN(C)CC2)nc2ccc(NC(=O)Nc3ccc(F)cc3F)cc12 ?
HepG2 tox: -19%; ATXN2 expr inh: 1%; ATXN viability: inconclusive; KB-3-1 cytotox: inconclusive

How did CC1C(=O)N(Cc2cn(CCC3OCCO3)nn2)CCS(=O)(=O)N1Cc1ccc(-c2ccc(Cl)cc2)cc1 (stereo not given) do in these assays?
HepG2 tox: -24%; HT1080 IDH1KD tx: inconclusive; HT1080NT lethal: inconclusive; IL-1B inflam inh: -14; ATXN2 expr inh: inconclusive; ATXN viability: 32µM*; KB-3-1 cytotox: inconclusive

Results for N#Cc1ccc(C(=O)NC(=S)N2CCOCC2)cc1 ?
HepG2 tox: -9%; HT1080 IDH1KD tx: 1%; HT1080NT lethal: 1%; IL-1B inflam inh: 3; MCF10A rerep: 0%; ATXN viability: inactive; SW480 rerep: 4%; KB-3-1 cytotox: 0%

What do the screens show for `COc1cccc(NC(=O)CSc2ccc3nnc(-c4ccncc4)n3n2)c1`?
HepG2 tox: 8%; HT1080 IDH1KD tx: -4%; HT1080NT lethal: -19%; IL-1B inflam inh: -10; ATXN2 expr inh: 4%; MCF10A rerep: 1%; ATXN viability: inactive; SW480 rerep: 1%; KB-3-1 cytotox: 14%

Results for Cc1c(C)n(CCCN(C)C)c2ncnc(NCc3ccccc3)c12 ?
HepG2 tox: -11%; HT1080 IDH1KD tx: -20%; HT1080NT lethal: -4%; IL-1B inflam inh: inconclusive; ATXN2 expr inh: -22%; MCF10A rerep: 22%; ATXN viability: inactive; SW480 rerep: 14%; KB-3-1 cytotox: 1%

No new results follow: entries from further up.
Results for N#Cc1ccc(C(=O)NC(=S)N2CCOCC2)cc1 ?
HepG2 tox: -9%; HT1080 IDH1KD tx: 1%; HT1080NT lethal: 1%; IL-1B inflam inh: 3; MCF10A rerep: 0%; ATXN viability: inactive; SW480 rerep: 4%; KB-3-1 cytotox: 0%

What do the screens show for `COc1cccc(NC(=O)CSc2ccc3nnc(-c4ccncc4)n3n2)c1`?
HepG2 tox: 8%; HT1080 IDH1KD tx: -4%; HT1080NT lethal: -19%; IL-1B inflam inh: -10; ATXN2 expr inh: 4%; MCF10A rerep: 1%; ATXN viability: inactive; SW480 rerep: 1%; KB-3-1 cytotox: 14%
